FAK blocker = blocks human focal adhesion kinase activity; hit rate 0.84% among 97,000; inhibition, %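 (tested at 7 µM)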; Q05397; biochemical FAK kinase activity assay; in the data active = inhibition above about 19%;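 note: 0% = DMSO and 100% = reference compound high control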
Target sequence (Q05397 whole entry, looked up): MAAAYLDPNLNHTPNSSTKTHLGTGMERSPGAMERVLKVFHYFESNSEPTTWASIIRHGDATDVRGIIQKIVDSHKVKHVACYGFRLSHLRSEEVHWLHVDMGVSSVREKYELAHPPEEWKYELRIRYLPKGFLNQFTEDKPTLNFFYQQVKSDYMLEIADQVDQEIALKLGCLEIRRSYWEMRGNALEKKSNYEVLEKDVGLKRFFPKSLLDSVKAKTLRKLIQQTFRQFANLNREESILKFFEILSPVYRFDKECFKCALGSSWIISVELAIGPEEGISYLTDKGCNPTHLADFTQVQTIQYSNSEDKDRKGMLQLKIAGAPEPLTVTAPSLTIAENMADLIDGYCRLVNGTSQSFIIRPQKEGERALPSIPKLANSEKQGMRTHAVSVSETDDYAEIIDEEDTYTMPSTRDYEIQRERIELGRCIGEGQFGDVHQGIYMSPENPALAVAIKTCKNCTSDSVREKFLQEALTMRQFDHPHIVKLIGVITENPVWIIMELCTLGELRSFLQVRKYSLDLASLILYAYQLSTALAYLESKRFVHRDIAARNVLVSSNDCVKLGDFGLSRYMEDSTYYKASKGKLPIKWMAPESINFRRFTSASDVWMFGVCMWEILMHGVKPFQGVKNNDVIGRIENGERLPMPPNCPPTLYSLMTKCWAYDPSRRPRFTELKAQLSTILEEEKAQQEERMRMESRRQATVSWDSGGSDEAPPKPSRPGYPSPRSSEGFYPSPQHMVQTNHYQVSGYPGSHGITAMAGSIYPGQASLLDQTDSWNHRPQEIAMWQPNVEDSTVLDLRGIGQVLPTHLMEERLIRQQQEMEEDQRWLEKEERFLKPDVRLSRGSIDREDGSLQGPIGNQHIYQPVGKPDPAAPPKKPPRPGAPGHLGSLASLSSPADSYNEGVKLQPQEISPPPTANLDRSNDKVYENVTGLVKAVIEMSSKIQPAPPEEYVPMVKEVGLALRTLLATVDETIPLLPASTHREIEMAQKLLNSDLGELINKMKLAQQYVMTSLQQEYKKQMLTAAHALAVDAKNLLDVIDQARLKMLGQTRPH
Mac1 fbg enh = enhancers of human CD11b/CD18 binding to fibrinogen | P05107+P11215 | hit rate 0.07% among 93,000 | K562 CD11b/CD18 adhesion to fibrinogen, ATPlite luminescence | activation, % at 10 µM;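 active = 10 µM primary screen giving 50% or more activity, confirmed by 40% or more on retest at that dose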; note: strong numbers were not always called active
ERa SRC1 pot = ER-alpha (human) coactivator binding potentiation; coactivator binding (% of control), % at 25.6 µM; AID 639; hit rate 1.3% among 86,000; TR-FRET ERalpha-LBD/SRC-Cy5 coactivator binding, 2 h; 100 = basal binding, no effect; in the data active = activity above about 200%;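 note: binding measured in presence of low estradiol as agonist stimulus; 0% = peptide alone without receptor and 100% = receptor with peptide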
Rev-RRE block = disrupts HIV-1 Rev binding to RRE RNA; inhibition, % at 8 µM; P05866; hit rate 0.79% among 97,000; Rev peptide-RRE RNA binding, FRET; AID 704;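 active = inhibition above the screen-wide mean plus 3 SD, cut at about 35% in these data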;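 note: 0% = median DMSO wells and 100% = median Neomycin B control wells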
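Assay system: Labelled RRE RNA duplex and labelled Rev peptide | Times: 5 min preincubation and 15 min binding, 25 °C | Detection: FRET, ex 480 nm, em 540 and 671 nm | Evaluation: % inhibition of FRET ratio versus controls | Benchmarks: DMSO wells as 0% and neomycin B wells as 100% inhibition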
CD11b adhes inh = inhibitors of human CD11b/CD18 binding to fibrinogen; P05107+P11215; K562 CD11b/CD18 adhesion to fibrinogen, ATPlite luminescence; Mn2+ added to activate the integrin; inhibition, % at 10 µM; hit rate 0.54% among 93,000;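 active = primary inhibition of 50% or more at 10 µM, then 40% or more on retest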; note: some results filed as inactive read as strong as hits
ERb SRC1 inh = blocks coactivator binding to human estrogen receptor beta | hit rate 1.3% among 86,000 | TR-FRET ER-beta LBD / SRC1-Cy5 peptide binding; receptor agonist-loaded with 1 µM estradiol | inhibition, % at 25.6 µM;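 active = compounds whose percent inhibition of the receptor-coactivator binding signal exceeds about 50% in the single-dose screen, limit read from the data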;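 note: 0% = receptor plus peptide wells without compound and 100% = peptide-only wells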
Plk1 PBD FP = inhibitors of human Plk1 polo box domain binding; P53350; inhibition, %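 (tested at about 20 µM)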; Plk1 PBD phosphopeptide binding, fluorescence polarization; hit rate 0.13% among 97,000; AID 693; in the data active = inhibition above about 34%, passing the limit was not always enough
PLK1 inh = blocks human PLK1 kinase activity. P53350. recombinant PLK1 kinase, TR-FRET peptide phosphorylation. inhibition, % at 10 µM. hit rate 0.53% among 97,000;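 active = inhibition of 50% or more in the single-concentration screen; inactive = inhibition below 50%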;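 note: 0% = DMSO max control and 100% = H-89 dihydrochloride min control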
ERa SRC1 inh = ER-alpha (human) coactivator binding inhibition | TR-FRET ER-alpha LBD / SRC-1 peptide, estradiol-bound | AID 629 | inhibition, % at 25.6 µM | hit rate 1.7% among 86,000 | P03372; in the data active = inhibition above about 50%;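 note: 0% = receptor plus peptide control and 100% = peptide only without receptor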
* = called active by the depositor; nt = no result given; [ ] = dose if it differs, or a comment. Compounds were not picked by outcome. About 4.7% of those tested had a hit in this group.

No.	canonical_smiles	FAK blocker	Mac1 fbg enh	ERa SRC1 pot	Rev-RRE block	CD11b adhes inh	ERb SRC1 inh	Plk1 PBD FP	PLK1 inh	ERa SRC1 inh
1	CC(C)(C)NC(=O)C(c1ccncc1)N(C(=O)c1csnn1)C1CC1 (stereo not drawn)	-3	-2	120[fluorescence artefact?]	-1	1	-4	-16	-6	-2
2	COc1ccc2oc(C)c(NC(C)=O)c2c1	-1	0	122	6	-14	-18[fluorescence artefact?]	29	4	-24
3	CCn1c(=O)cc(OCC(=O)N2CCN(c3cccc(C(F)(F)F)c3)CC2)c2ccccc21	-1	-3	93	-2	11	1	-12	-2	-5
4	N#Cc1nc(-c2cccs2)oc1NCc1ccccc1	22*	nt	120	12	nt	-20	-18	-5	-12[fluorescence artefact?]
5	O=c1cc2c(nn1Cc1ccc(Cl)cc1)-c1ccccc1CC2	-3	2	74	15	-21	-6[fluorescence artefact?]	-24	-4	1
6	CCn1c(SCC(=O)N2CCCC(C)C2)nnc1-c1ccc(S(=O)(=O)N2CCN(C)CC2)cc1 (stereo not drawn)	0	2	127[fluorescence artefact?]	8	-25	1[fluorescence artefact?]	-23	-10	4
7	COc1cccc2c1OC1(C)CC2NC(=O)N1 (stereo not drawn)	1	2	103	5	-1	-19	15	-12	-4
8	Clc1ccc(OCCOCCN2CCCCC2)c(Br)c1	-2	-5	nt	-8	-3	nt	1	3	nt
9	COc1ccc(S(=O)(=O)N(CC(=O)NCC2CCCO2)c2ccccc2)cc1OC (stereo not drawn)	-3	4	128	-4	18	-8	-8	-4	-14
10	CCc1nc(SC)[nH]c(=O)c1C	-3	0	100	11	11	-2	-1	-9	1
11	COCCCn1nnnc1SCC(=O)Nc1nc(C)c(C)s1	-1	nt	112	4	nt	0	-20	-7	2
12	O=C1CCCC2=C1C(O)(C(F)(F)F)C(=O)N2Cc1ccccc1 (stereo not drawn)	7	nt	nt	6	nt	nt	-15	-14	nt
13	O=C1CCN(Cc2nnnn2CC2CCCO2)c2ccccc2N1 (stereo not drawn)	1	0	116	5	-7	-14[fluorescence artefact?]	17	-2	4[fluorescence artefact?]
14	CC(=O)c1cccc(NC(=O)c2csc(-n3nc(C)cc3C(F)(F)F)n2)c1	-74	nt	nt	1	nt	nt	-30	-21	nt
15	Cc1ccc(N2CCN(C(=O)c3ccccc3NC(=O)C3CC=CCC3C(=O)O)CC2)cc1 (stereo not drawn)	0	-5	nt	-3	-19	nt	-5	-7	nt
16	Cc1noc(/C=C/N(C)C)c1S(=O)(=O)N1CCC(C(=O)O)CC1	nt	-1	155	nt	-8	1	nt	nt	-4
17	CCn1nc(CC(=O)Nc2nnc(CC(=O)N3CCCC3)s2)c2ccccc2c1=O	0	0	114[fluorescence artefact?]	3	-3	14	17	4	18[fluorescence artefact?]
18	CSc1cccc(NC(=O)CN(c2ccc(C)cc2C)S(C)(=O)=O)c1	11	-2	109	12	5	-6	-16	-7	-11
19	Cc1ccccc1OCC1Cn2c(nc3c2c(=O)[nH]c(=O)n3C)O1 (stereo not drawn)	6	nt	95	8	nt	3[fluorescence artefact?]	0	-9	3
20	O=C(CCC(=O)N1CCc2ccccc21)N1CCc2ccccc21	0	nt	100	4	nt	0[fluorescence artefact?]	-6	-11	-15
21	CC(c1ccccc1)C1CC(=O)N(c2ccc(C(=O)O)cc2)C1=O (stereo not drawn)	0	1	111	8	29	-10[fluorescence artefact?]	2	-17	-17
22	O=C(COC(=O)CC1CCCC1)Nc1cc2c(cc1Cl)C(=O)c1ccccc1C2=O	4	-1	62[fluorescence artefact?]	9	-19	46	3	-3	52*
23	COc1ccc(OC)c(NC(=O)CS(=O)(=O)c2ccccc2)c1	0	-2	89	3	-40	11	-23	-7	-3
24	O=C(CN1C(=O)CCS(=O)(=O)c2ccccc21)NCc1ccc(F)cc1	-2	nt	112	7	nt	-18	-15	-8	-21

Pulled by structure from the list above (4):
No.	canonical_smiles	FAK blocker	Mac1 fbg enh	ERa SRC1 pot	Rev-RRE block	CD11b adhes inh	ERb SRC1 inh	Plk1 PBD FP	PLK1 inh	ERa SRC1 inh
2	COc1ccc2oc(C)c(NC(C)=O)c2c1	-1	0	122	6	-14	-18[fluorescence artefact?]	29	4	-24
10	CCc1nc(SC)[nH]c(=O)c1C	-3	0	100	11	11	-2	-1	-9	1
14	CC(=O)c1cccc(NC(=O)c2csc(-n3nc(C)cc3C(F)(F)F)n2)c1	-74	nt	nt	1	nt	nt	-30	-21	nt
1	CC(C)(C)NC(=O)C(c1ccncc1)N(C(=O)c1csnn1)C1CC1 (stereo not drawn)	-3	-2	120[fluorescence artefact?]	-1	1	-4	-16	-6	-2

Continued:
No.	canonical_smiles	FAK blocker	Mac1 fbg enh	ERa SRC1 pot	Rev-RRE block	CD11b adhes inh	ERb SRC1 inh	Plk1 PBD FP	PLK1 inh	ERa SRC1 inh
25	COc1cccc2c(=O)n(CC(=O)N3CCc4ccccc43)ccc12	7	-4	nt	6	6	nt	-2	6	nt
26	CCOCCCNC(=O)c1cc2c(=O)n3cccc(C)c3nc2n1C	nt	0	130	nt	-37	-3	nt	nt	-3
27	COc1ccccc1-c1c(C)oc2c(CN3CCN(CCO)CC3)c(O)ccc2c1=O	-1	-2	133	3	0	3	-2	-4	-5
28	Cc1ccc(N(C(=O)Cn2nnc(-c3ccc(F)cc3)n2)C(CC(C)C)C(=O)NCC2CCCO2)cc1 (stereo not drawn)	7	nt	nt	-2	nt	nt	-16	-5	nt
29	CC(=O)Nc1cc(S(=O)(=O)Nc2ccccc2)c(C)cc1C	4	nt	nt	3	nt	nt	18	-14	nt
30	Cc1cc(C(=O)NNC(=S)NCC2CCCO2)cs1 (stereo not drawn)	-8	nt	nt	1	nt	nt	18	-8	nt
31	CCn1c(SCC(=O)N/N=C/c2ccc(C)o2)nnc1-c1ccccc1	7	3	nt	8	-53	nt	0	0	nt
32	COc1ccc(CN(CC(=O)NCc2ccco2)C(=O)CCC(=O)Nc2nccs2)cc1	-4	nt	121	0	nt	4	15	11	4
33	O=C(Cc1cccs1)Nc1nc2c(ccc3ccccc32)s1	2	9	nt	4	-4	nt	-8	-4	nt
34	CCc1ccc(NS(=O)(=O)c2cc(OC)ccc2OC)cc1	6	0	94[fluorescence artefact?]	20	-5	-8	13	-9	3
35	Cc1cnc(NC(=O)COc2cccc3c2OC(C)(C)C3)s1	-6	nt	91	-1	nt	1	12	-6	10
36	N#Cc1c(-c2ccc(Br)cc2)nc2n(c1=O)CCCS2	-2	16	239*	4	-11	17	-7	-7	10
37	Cc1cccc(CS(=O)(=O)Cc2ccc(C(=O)NCc3ccco3)o2)c1	-1	nt	149[fluorescence artefact?]	12	nt	-1[fluorescence artefact?]	-2	-12	-2[fluorescence artefact?]
38	COc1cccc(NC(=O)CNC(=O)c2cccs2)c1	0	1	112	3	5	-11[fluorescence artefact?]	15	-10	-22
39	COc1ccccc1NC(=O)C(C)NS(=O)(=O)c1ccc(Cl)cc1 (stereo not drawn)	0	-2	99	5	-14	-5	-10	-11	-3
40	Cc1ccc(CNS(=O)(=O)c2ccc(C(C)(C)C)cc2)n1C	0	-2	95	4	nt	0	5	0	-4
41	CC1CCN(c2nc3ccccc3nc2C(C#N)C(=O)NC2CCCCC2)CC1 (stereo not drawn)	nt	3	125	nt	-26	-4	nt	nt	6
42	CN(C)S(=O)(=O)Oc1cccc(C(=O)Nc2cccc(Cl)c2)c1	-2	nt	nt	6	nt	nt	0	-5	nt
43	CCCCOCCCNC(=O)N[C@@H](CC(C)C)C(=O)O	-1	-2	103	-1	7	-7	9	-6	-1
44	CCCCCn1c(N2CCC(C(N)=O)CC2)nc2c1c(=O)[nH]c(=O)n2C	-4	0	100	3	9	-10	-7	-11	-10
45	COc1cc(/C=N/n2c(C)nnc2C)cc(OC)c1OC	-3	-2	143[fluorescence artefact?]	4	-10	-12	-7	-11	-1
46	C=CCNC(=S)N/N=C/c1ccc(OCc2ccccc2Cl)cc1	2	-5	nt	5	5	nt	-33	-10	nt
47	Oc1ccccc1/C=N/NC1=NCCCCC1	1	-6	110	0	-3	-5[fluorescence artefact?]	6	-17	1
48	C=CCn1c(-c2ccccc2)c[nH]c1=S	-2	1	111	3	-14	-9	-24	-13	-3

3 entries from above, ordered by the value under Rev-RRE block, descending:
No.	canonical_smiles	FAK blocker	Mac1 fbg enh	ERa SRC1 pot	Rev-RRE block	CD11b adhes inh	ERb SRC1 inh	Plk1 PBD FP	PLK1 inh	ERa SRC1 inh
37	Cc1cccc(CS(=O)(=O)Cc2ccc(C(=O)NCc3ccco3)o2)c1	-1	nt	149[fluorescence artefact?]	12	nt	-1[fluorescence artefact?]	-2	-12	-2[fluorescence artefact?]
22	O=C(COC(=O)CC1CCCC1)Nc1cc2c(cc1Cl)C(=O)c1ccccc1C2=O	4	-1	62[fluorescence artefact?]	9	-19	46	3	-3	52*
12	O=C1CCCC2=C1C(O)(C(F)(F)F)C(=O)N2Cc1ccccc1 (stereo not drawn)	7	nt	nt	6	nt	nt	-15	-14	nt

Following part
No.	canonical_smiles	FAK blocker	Mac1 fbg enh	ERa SRC1 pot	Rev-RRE block	CD11b adhes inh	ERb SRC1 inh	Plk1 PBD FP	PLK1 inh	ERa SRC1 inh
49	Cc1cc(C)c(S(C)(=O)=O)c(Oc2ccccc2C)n1	1	nt	nt	-7	nt	nt	15	-9	nt
50	CN(C)c1ccc(C(=O)OCc2ccccc2)cc1	2	1	97	9	-7	1	-5	-8	-2
51	Cc1cc(Cl)ccc1OCC(=O)Nn1c(C)ccc1C	0	3	97	0	-19	-2	23	-8	0
52	CC(C)(C)C(=O)CN1CCN(C2c3ccccc3-c3ccccc32)CC1	-2	-1	111	13	-34	-1	-21	-3	12
53	COC(=O)c1ccccc1NC(=O)Cn1c(SC)c(F)cnc1=O	0	4	122	5	12	11	-16	-10	-29
54	CCCS(=O)(=O)N1CCCC(C(=O)NCCCN(C)c2ccccc2)C1 (stereo not drawn)	-4	-2	90	-1	-3	14[fluorescence artefact?]	-5	-7	3
55	CN(C(=O)CSc1nc2ccccc2n1CCc1ccccc1)C1CCS(=O)(=O)C1 (stereo not drawn)	-1	4	108	4	3	4	6	-8	11
56	COC(=O)CSc1nnc(-c2ccco2)n1Cc1ccco1	1	0	81	9	15	21	14	-4	15
57	O=C(C1CCC(CNS(=O)(=O)c2cccs2)CC1)N1CCCCC1 (stereo not drawn)	3	2	106	1	-3	0	30	-36	-2
58	COc1ccc(-c2cc(C(=O)N3CC4(C)CC3CC(C)(C)C4)no2)cc1 (stereo not drawn)	-3	-8	90[fluorescence artefact?]	14	8	6	21	-9	1
59	CCOC(=O)c1c(NC(=O)c2ccoc2C)sc(C(=O)N(C)C)c1C	-1	-2	71	4	0	10	-8	-1	9

Screens as filed in PubChem BioAssay.
